# Dynein cargo inh: dynein cargo transport inhibition. 3617.4 mouse cells, GR-EGFP nuclear translocation imaging; test concentration mostly 20 µM; stimulated with dexamethasone, 1 µM; stronger effect = lower value. z-score, hits read low. 220,000 compounds, 0.47% hits. AID 1381;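 active = plate z-score of nuclear minus cytoplasmic receptor signal below a set negative limit, without overly bright fluorescence or cell loss, cut at about -3.5 in these data, passing the limit was not always enough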;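 also: z-score of nuclear minus cytoplasmic ring GR-EGFP intensity difference per well; some compounds called inactive have numbers as strong as hits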
#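 Also added – dexamethasone, 1.0 µM final · Buffer or medium – tet-free, stripped-serum medium · Schedule – induction 48 h, compound 1 h, agonist 30 min · Detection – formaldehyde fixation, Hoechst nuclear stain, 10x automated fluorescence imaging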
# MT stabilizer: stabilizes microtubules in HeLa cells; HeLa tubulin immunostaining HCS, 24 h; share of cells brighter than vehicle mean+2SD; % tubulin-high responders, % at 10 µM; 200,000 compounds, 0.83% hits; AID 2205;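 active = plate Z-score above 3 for both tubulin-high and condensed-nucleus cell shares, with cell loss under 80%, at 10 µM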;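 also: anti alpha tubulin signal scored within the nucleus-defined area of each cell; some results filed as inactive read as strong as hits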
# Insulin prom up: MIN6 insulin promoter up-regulation. MIN6 insulin promoter-GFP reporter, high-content imaging; stronger effect = higher value. z-score at 5 µM. 190,000 compounds, 0.3% hits. AID 1625;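 active = z-score above 3 at 5 µM with at least 500 cells counted in the well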
# bCat nuc transl: modulators of beta-catenin nuclear translocation; HeLa beta-catenin nuclear translocation, immunofluorescence imaging; nuclear translocation activity, % at 5 µM; 190,000 compounds, 0.3% hits; AID 1665;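 active = nuclear translocation activity above 50% at 5 µM, with a well cell count of 50 or more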;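 also: per-cell ratio of nuclear to cytoplasmic median beta-catenin stain intensity; plate controls were DMSO negative control for no effect and GSK-3 inhibitor IX positive control for full effect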
#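 System: HeLa cells, endogenous beta-catenin; compound dosing: 5 µM primary single dose, 0.1% DMSO, 0.02–20 µM confirmation series; incubation: 24 h compound exposure at 37°C, 5% CO2; signal: beta-catenin immunofluorescence imaging with DAPI; evaluation: % activation, nuclear-to-cytoplasmic median beta-catenin signal ratio per cell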
# PMI inhibition: human PMI inhibitors, high substrate, primary screen, biochemical, fluorescence intensity, high mannose 6-phosphate (AID 1220); 190,000 compounds, 0.66% hits; recombinant PMI enzyme, coupled fluorescence intensity; higher % means a stronger effect; one-dose inhibition, % at 20 µM; IC50 in µM for titrated hits
# human PMI inhibition: inhibitors of human PMI, primary screen, biochemical, fluorescence intensity, coupled assay (AID 1209) | 190,000 compounds, 0.42% hits | purified PMI enzyme, coupled fluorescence intensity; higher % means a stronger effect | inhibition, % at 20 µM, or IC50 in µM where a hit was titrated;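 also: plate controls were DMSO vehicle for no effect and wells lacking substrate for full effect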
# WT yeast gro inh: growth inhibition of WT yeast, mitochondrial fusion screen. mitochondrial fusion phenotypic screen, WT strain. inhibition, % at 10 µM. 190,000 compounds, 2.1% hits; in the data active = inhibition above about 58%; tested in S. cerevisiae
# Yfh1-depleted yeast: mitochondrial function rescue without frataxin homolog – Friedreich's ataxia, plus single-dose screen, dose response (AID 1465). S. cerevisiae Yfh1-off respiration, WST-1 reduction, 72 h; higher fold induction means a stronger effect. one-dose fold induction at 50 µM; EC50 in µM for titrated hits. 220,000 compounds, 0.074% hits;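 active = fold induction of absorbance versus untreated yeast above a set limit, then at least 30% activation at any dose in follow-up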;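 also: activators that raise dye reduction in frataxin-depleted yeast; strong numbers were not always called active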
# Autophagy HCS: alters autophagy in cells. MEF GFP-LC3 puncta imaging; test concentration mostly 10 µM. calls only at 10 µM (by protocol). 190,000 compounds, 0.98% hits;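 active = percentage of spot-positive cells more than 3 SD above its plate mean, without a fluorescence outlier flag or 80% toxicity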;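 also: spot-positive cell cutoff set from DMSO-treated cells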
# WT yeast gro inh mutant strain: second read-out of WT yeast gro inh, no call of its own (marks repeat the call); inhibition, %; mitochondrial fusion phenotypic screen, mutant strain inhibition
# Dynein cargo inh cytoplasmic EGFP: further read-out of Dynein cargo inh, marked with its call; z-score; measured here: cytoplasmic GR-EGFP intensity; stronger effect = higher value
# Dynein cargo inh nuclear GR-EGFP: further read-out of Dynein cargo inh, marked with its call; z-score; measured here: nuclear GR-EGFP intensity;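 lower value marks the stronger effect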
# Dynein cargo inh cell count: recorded beside Dynein cargo inh, whose call it bears; z-score; measured here: cell count per field
# Insulin prom up cell count: further read-out of Insulin prom up, marked with its call; cell count; measured here: cytotoxicity, nuclei count;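 total cells summed across four imaged fields per well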
# bCat nuc transl cell count 5 µM: recorded beside bCat nuc transl, whose call it bears; cell count; measured here: cell count, cytotoxicity flag
# MT stabilizer Hoechst-high %: second read-out of MT stabilizer, no call of its own (marks repeat the call); % Hoechst-high responders; measured here: nuclear condensation Hoechst responders;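 share of cells brighter than vehicle mean plus two SD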
# MT stabilizer cytotoxicity %: second read-out of MT stabilizer, no call of its own (marks repeat the call); toxicity, %; measured here: cytotoxicity by cell density;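 0% = mean cell density of plate MIN control wells and 100% = no cells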
# Autophagy HCS cell loss 18 h: further read-out of Autophagy HCS, marked with its call; toxicity, %; measured here: cell loss, nuclei count;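 cell loss after 18 h compound exposure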
# * = called active by the depositor; i = inactive; / = no result given. Rule as the data show it, unless noted: active = inhibition above about 50%; inactive = the rest.
SMILES	Dynein cargo inh	Dynein cargo inh cytoplasmic EGFP	Dynein cargo inh nuclear GR-EGFP	Dynein cargo inh cell count	MT stabilizer	MT stabilizer Hoechst-high %	MT stabilizer cytotoxicity %	Insulin prom up	Insulin prom up cell count	bCat nuc transl	bCat nuc transl cell count 5 µM	PMI inhibition	human PMI inhibition	WT yeast gro inh	WT yeast gro inh mutant strain	Yfh1-depleted yeast	Autophagy HCS	Autophagy HCS cell loss 18 h
CC(C)OC(=O)CSc1nnc(-c2ccccn2)n1N	0.38	-0.2	0.14	0.37	/	/	/	-0.03	1108	1.6	1322	/	/	/	/	i	/	/
Oc1c(C=Nc2ccccc2)sc2ccccc12	-0.39	-0.17	-0.42	0.48	3.2	2.5	5.3	-0.82	1441	2.1	1499	/	/	-19	4	i	i	-3
NNC(=O)c1sc(-c2ccccc2)cc1N	0.33	-0.24	0.44	-0.049	4.2	3.8	3.8	-0.58	941	-1.7	1149	-6%	-6%	-9	-1	i	i	1
Cc1[nH]nc(SCC(=O)N(C)c2ccccc2)c1[N+](=O)[O-]	0.55	-0.25	1.2	-1.3	4.0	1.7	8.8	1	1137	-3.5	1054	-73%	-35%	7	-1	i	i	-2
O=C(CSCc1cccc(CSCC(=O)Nc2ccc3ccccc3c2)n1)Nc1ccc2ccccc2c1	2	-0.1	1.3	-1.2	1.9	1.9	1.1	0.14	825	/	/	-2%	0%	9	-12	/	i	8
COc1ccc(C2CC(O)(c3ccccc3)Oc3c(C)ccc(C)c32)cc1 (stereo unspecified)	0.12	-0.75	0.13	-0.49	/	/	/	0.45	892	-0.7	1352	/	/	/	/	i	/	/
S=c1[nH]nc(-c2ccco2)n1/N=C/c1c(Cl)cccc1Cl	-1.3	-0.23	-0.013	0.37	/	/	/	-0.25	1121	-0.2	1308	/	/	/	/	i	/	/
Nc1ccc(CCS(N)(=O)=O)cc1	-0.48	-0.21	-0.0053	0.4	3.2	1.9	6.9	-0.61	1012	-1.9	1156	-2%	-8%	-13	-21	i	i	-3
CCOC(=O)/C(C#N)=C\C1=C(N2CCOCC2)CC(C)(C)OC1	-1.1	-0.19	-0.92	1.3	1.5	1.1	3.3	-0.09	1289	-4.6	1155	-4%	-9%	-11	-5	i	i	18
COc1cccc(CN(C)CC(=O)Nc2sc3c(c2C#N)CCC3)c1OC	0.52	-0.16	0.17	0.092	2.1	1.4	5.6	0.19	1278	-2.9	1072	11%	15%	9	-18	i	i	-2
CCN(CC)CCn1cnc2c([nH]c3cccc(OC)c32)c1=O	2.1	0.032	0.96	-2.4	5.9	3.5	8.9	-0.12	1968	-3.0	1136	21%	17%	11	-7	i	i	-1
COCc1cnc(C)nc1N	-0.49	-0.2	-0.38	0.046	1.7	2.6	9.1	-0.09	1432	0.7	1046	-5%	-16%	-18	6	i	i	5
OC1(c2ccccc2)c2ccccc2-c2ncccc21 (stereo unspecified)	0.92	-0.38	0.094	-0.11	3.3	1.7	9.3	-0.02	1519	-1.3	1053	2%	5%	0	0	i	i	7
COc1ccc(C2CC(=O)N3CN(c4ccc(C)c(Cl)c4)CSC3=C2C#N)cc1OC (stereo unspecified)	0.11	-0.0057	0.25	0.21	7.6	2.3	3.5	0.3	811	/	/	-27%	8%	12	15	i	i	0
Cc1c(Cl)cccc1Nc1nc(N)nc(CN2CCCCCC2)n1	0.17	-0.24	0.14	-0.041	0.9	1.6	8.8	0.42	829	2.8	1008	11%	13%	-4	-13	i	i	2
COc1ccc(-n2ccnc2CN2CCN(C3CCCC3)C(CCO)C2)cc1 (stereo unspecified)	-0.065	-0.29	-0.092	0.51	2.2	1.9	10.0	0.94	1503	0.5	1028	22%	16%	-7	-21	i	i	-2
S=C(Nc1ccc(Cl)c(Cl)c1)NN1CCOCC1	-0.87	-0.26	-0.62	0.54	2.9	3.3	2.3	-0.6	1520	0.4	1103	-7%	4%	0	10	i	i	3
CCn1nnc(-c2ccccc2NC(=O)c2ccc(-n3cnnn3)cc2)n1	0.49	-0.25	0.97	2.9	2.2	2.4	13	0.53	1272	0.8	1079	0%	5%	3	-5	i	i	-5
Cc1onc(-c2ccccc2)c1C(=O)Nc1c(C)n(C)n(-c2ccccc2)c1=O	-0.4	-0.19	0.039	0.22	1.9	2.3	7.8	-0.27	1153	-2.9	771	-9%	-7%	1	1	i	i	4
COc1ccc(-n2ccnc2SCC(=O)Nc2ccc(OC)cc2OC)cc1	-0.98	0.065	-0.57	1.5	3.6	2.7	1.9	-0.25	1467	0.0	1301	-4%	3%	4	7	i	i	9
COC(=O)c1cccc(NC(=O)CN2CCOCC2)c1	-1.2	-0.29	-0.46	0.85	3.9	3.1	10	0.39	1115	-1.0	897	-5%	-14%	-7	-19	i	i	-4
COCCNC(=O)C(c1ccncc1)N(C(=O)Cn1nnc2ccccc21)c1ccc(OC)cc1 (stereo unspecified)	0.84	0.1	1.3	-0.39	2.1	2.6	29	-0.35	1364	0.7	1082	0%	5%	-1	-15	i	i	1
O=C(/C=C/c1ccco1)Nc1cccnc1	-0.029	-0.31	0.083	0.74	1.6	1.6	4.0	0.16	1400	0.4	1493	-1%	-6%	2	8	i	i	23
O=C(COC(=O)[C@@H]1CC(O)CN1S(=O)(=O)c1ccc2c(c1)OCCO2)NCc1ccc(F)cc1 (stereo partly specified)	0.071	-0.35	0.3	0.67	7.0	2.1	9.4	0.45	1316	1.7	1030	3%	4%	-10	7	i	i	18
COc1cccc(/C=C/C(=C2/C(=O)N(c3ccccc3)N=C2C)c2ccccc2)c1OC	-0.53	0.19	-0.48	1	5.9	3.5	6.3	-0.3	1169	0.2	948	-1%	3%	-5	3	i	i	-9
O=C(CSc1ncnc2scc(-c3ccccc3)c12)NCc1ccc2c(c1)OCO2	-0.41	-0.26	-0.25	0.093	3.3	2.6	5.5	0.08	1476	/	/	7%	2%	27	13	i	i	-8
O=C(CSCc1ccccc1F)NCc1ccc(F)cc1	1.5	-0.11	1	-1.1	2.7	1.8	11	/	/	0.1	1077	10%	9%	9	10	i	i	-59
C#CCOCCOCCOCCNc1nc(N2CCN(C(=O)Cn3cc(CCCN=C(N)N)nn3)CC2)nc(N2CCN(C(=O)[C@H]([C@@H](C)CC)n3cc(CCCN=C(N)N)nn3)CC2)n1	0.8	-0.24	0.68	0.4	4.7	2.2	9.8	0.35	1353	/	/	-54%	-30%	-16	-2	/	i	8
CC(=O)c1cccc(CN2CCN(CCc3ccccc3)C(CCO)C2)c1 (stereo unspecified)	2.4	-0.23	1.7	-1.2	1.9	2.8	5.6	0.83	1474	0.5	1025	-2%	1%	5	7	i	i	-19
CN(C)S(=O)(=O)c1cc(NC(=O)CN2CCN(c3ccc(O)cc3)CC2)ccc1Cl	-0.53	-0.14	-0.16	-0.37	2.1	1.7	3.2	-1.1	1261	-3.3	1060	49%	24%	4	-4	i	i	16
O=C(CSc1ccc(Cl)cc1)Nc1ccc(-c2nc3ccccc3[nH]2)cc1	-0.16	-0.25	-0.0053	0.39	1.2	2.5	10.0	0.09	1238	-3.6	513	-3%	-6%	-5	9	i	i	20
O=C1c2ccccc2C(=O)N1CCCc1nc(-c2ccccc2)no1	1	-0.027	0.44	-1.7	3.8	2.3	3.8	/	/	/	/	-11%	-5%	29	-36	i	i	-2
Cn1c(=O)c2c(nc(Br)n2CCCc2ccccc2)n(C)c1=O	2.5	0.42	1.6	-0.38	6.8	2.0	19	0.22	1024	-1.6	887	-10%	-16%	-15	6	i	i	55
COCCNC(=O)c1ccc(-n2c(SCc3ccncc3)nc3ccccc3c2=O)cc1	0.4	-0.36	0.51	0.5	/	/	/	0.31	1300	1.5	1096	0%	1%	-3	-8	i	i	21
O=C(CCc1ccccc1)NCCSc1ccccc1	1.2	0.44	1.2	-0.81	3.4	1.4	1.7	-0.54	1603	-3.7	1136	0%	4%	12	6	i	i	24
COC(=O)c1cccc(NC(=O)C2C3CCC(C3)C2C(=O)O)c1 (stereo unspecified)	-0.079	-0.18	0.22	-0.17	2.2	1.4	6.3	1.6	887	-2.2	1089	-2%	5%	6	2	i	i	-1
Cc1sc(NC(=O)c2ccco2)c(CN2CCC(C)CC2)c1C	-0.16	-0.24	0.29	0.61	1.8	1.0	5.5	0.37	841	-6.8	1234	5%	8%	6	-13	/	i	-4
Cc1cc(Cl)ccc1NC(=S)Nc1ccccn1	-1	-0.13	-0.28	0.79	3.0	3.7	2.0	-0.65	1518	2.2	1073	-2%	4%	-2	-1	i	i	-10

# Complete entries, looked up by structure. Order of screens: Dynein cargo inh	Dynein cargo inh cytoplasmic EGFP	Dynein cargo inh nuclear GR-EGFP	Dynein cargo inh cell count	MT stabilizer	MT stabilizer Hoechst-high %	MT stabilizer cytotoxicity %	Insulin prom up	Insulin prom up cell count	bCat nuc transl	bCat nuc transl cell count 5 µM	PMI inhibition	human PMI inhibition	WT yeast gro inh	WT yeast gro inh mutant strain	Yfh1-depleted yeast	Autophagy HCS	Autophagy HCS cell loss 18 h
# Shown for Cc1c(Cl)cccc1Nc1nc(N)nc(CN2CCCCCC2)n1 → 0.17	-0.24	0.14	-0.041	0.9	1.6	8.8	0.42	829	2.8	1008	11%	13%	-4	-13	i	i	2
# Shown for COc1cccc(CN(C)CC(=O)Nc2sc3c(c2C#N)CCC3)c1OC → 0.52	-0.16	0.17	0.092	2.1	1.4	5.6	0.19	1278	-2.9	1072	11%	15%	9	-18	i	i	-2

# Source: PubChem
